High-throughput results as filed in PubChem.
EPAC1 ag: activates human EPAC1 exchange factor; O95398; EPAC1 agonist qHTS, biochemical assay; response scale: 100% = response to 6.5 mM cAMP; Potency, µM (top dose mostly 154 µM), for inactives: at the highest dose activation, usual class: activators; hit rate 0.073% among 360,000; AID 720707; further: potency means the concentration at half of the fitted maximal effect; nearly all actives have a fitted effect of over 60% in size
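Nucleotide exchange assay: 100 nM EPAC1 with 250 nM Rap1B loaded with BODIPY-GDP and 50 uM GDP, room temperature. Fluorescence (480/540 nm) read every 5 min for 30 min; signal change normalized to 6.5 mM cAMP as full agonist.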
IL-2 act: activates IL-2 in a cell-based reporter assay; IL-2 activation reporter assay, cell-based qHTS; stimulated with anti-CD3/CD4/CD28 beads; in transgenic mouse T cells; activation, % (series mostly up to about 46 µM); hit rate 0.065% among 360,000; AID 652025; in the data active means activation above about 50%; inconclusive means mostly about 30% to 49%; further: 0% is about no effect
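Readout: EGFP and DsRed signals by fluorescent plate cytometry. Unstimulated transgenic mouse T cells received compound 60 min before antibody-bead stimulation, then incubated 18 h at 37 degrees C.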
PI5P4Ka inh: inhibitors of human PI5P4K alpha. AID 652105. hit rate 1.2% among 330,000. max response, %. PI5P4Kalpha enzyme, ADP-Glo luminescence, 60 min; active compounds read low; active means max response of -50% or lower; inconclusive means between -30% and -50%; inactive means -30% or higher; further: value at the top dose of about 77 µM; on the % scale 0 is the no-effect control and ±100 the full control effect
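PI5P4Kalpha ADP-Glo assay; 5 microM ATP final; 60 min RT reaction; HEPES pH 7.4/EGTA/CHAPS, 5% DMSO; controls lacking substrate or enzyme; luminescent end-point.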
Abeta rescue: compounds reversing amyloid beta toxicity in yeast | Potency, µM (titrated, usually from 46.1 µM), without a hit: at the highest dose growth rescue, hits mostly activators | AID 1347071 | hit rate 0.063% among 410,000 | yeast expressing A-beta42, growth rescue, OD600, 48 h; response scale: 0% DMSO, 100% iron-clioquinol control; further: potency means the concentration at half of the fitted maximal effect; nearly all actives have a fitted effect of over 55% in size
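Growth rescue measured by 600 nm absorbance after 48 h yeast culture at 30 C with compound. Values normalized between DMSO and an equimolar ferric chloride plus clioquinol control.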
FUS suppressor: suppressors of FUS proteinopathy in yeast. S. cerevisiae FUS-expressing, growth rescue, OD600, 24 h. Potency, µM (highest dose often 76.6 µM), inactives show at the top dose growth rescue (activation), hits mostly activators. hit rate 0.24% among 390,000. AID 1347120;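 further: potency means the concentration at half of the fitted maximal effect; plate controls were DMSO vehicle for no effect and reference control for full effect; nearly all actives have a fitted effect of over 55% in size; some results filed as inactive show a strong effect at the top dose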
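Read-out: OD at 600 nm after 24hr at 30C, reporting rescue of FUS-induced yeast toxicity. Cells at OD 0.005 in galactose (2%) minimal medium; compounds tested in a dilution series; CP55940 titration from 92uM final as control.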
PLK1 PBD block: PLK1 (human) polo-box domain binding inhibition | hit rate 2.8% among 360,000 | Potency, µM, for the others: max response, negative = inhibition, most hits filed as inhibitors | Plk1 PBD binding of FITC phosphopeptide, fluorescence polarization; further: potency means the concentration at half of the fitted maximal effect; series mostly up to about 57 µM; on the % scale 0 is the no-effect control and ±100 the full control effect; nearly all actives have a fitted effect of over 65% in size
EPAC1 antag: blocks human EPAC1 exchange factor; O95398; EPAC1 GEF assay, Rap1b-BODIPY-GDP exchange fluorescence; Potency, µM (titrated, usually from 115 µM), inactives show top-dose activity change, negative = inhibition, most hits filed as inhibitors; hit rate 0.14% among 360,000;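 further: potency means the concentration at half of the fitted maximal effect; plate controls were vehicle for no effect and positive control for full effect; nearly all actives have a fitted effect of over 50% in size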
WRN inhibitor: blocks human WRN helicase; WRN helicase unwinding, fluorescent forked duplex, kinetic; hit rate 0.46% among 360,000; Potency, µM (doses to about 114 µM), without a hit: top-dose activity change, negative = inhibition, usual class: inhibitors; further: potency means the concentration at half of the fitted maximal effect; on the % scale 0 is the no-effect control and ±100 the full control effect; nearly all actives have a fitted effect of over 55% in size
Target sequence (Q14191 whole entry, looked up): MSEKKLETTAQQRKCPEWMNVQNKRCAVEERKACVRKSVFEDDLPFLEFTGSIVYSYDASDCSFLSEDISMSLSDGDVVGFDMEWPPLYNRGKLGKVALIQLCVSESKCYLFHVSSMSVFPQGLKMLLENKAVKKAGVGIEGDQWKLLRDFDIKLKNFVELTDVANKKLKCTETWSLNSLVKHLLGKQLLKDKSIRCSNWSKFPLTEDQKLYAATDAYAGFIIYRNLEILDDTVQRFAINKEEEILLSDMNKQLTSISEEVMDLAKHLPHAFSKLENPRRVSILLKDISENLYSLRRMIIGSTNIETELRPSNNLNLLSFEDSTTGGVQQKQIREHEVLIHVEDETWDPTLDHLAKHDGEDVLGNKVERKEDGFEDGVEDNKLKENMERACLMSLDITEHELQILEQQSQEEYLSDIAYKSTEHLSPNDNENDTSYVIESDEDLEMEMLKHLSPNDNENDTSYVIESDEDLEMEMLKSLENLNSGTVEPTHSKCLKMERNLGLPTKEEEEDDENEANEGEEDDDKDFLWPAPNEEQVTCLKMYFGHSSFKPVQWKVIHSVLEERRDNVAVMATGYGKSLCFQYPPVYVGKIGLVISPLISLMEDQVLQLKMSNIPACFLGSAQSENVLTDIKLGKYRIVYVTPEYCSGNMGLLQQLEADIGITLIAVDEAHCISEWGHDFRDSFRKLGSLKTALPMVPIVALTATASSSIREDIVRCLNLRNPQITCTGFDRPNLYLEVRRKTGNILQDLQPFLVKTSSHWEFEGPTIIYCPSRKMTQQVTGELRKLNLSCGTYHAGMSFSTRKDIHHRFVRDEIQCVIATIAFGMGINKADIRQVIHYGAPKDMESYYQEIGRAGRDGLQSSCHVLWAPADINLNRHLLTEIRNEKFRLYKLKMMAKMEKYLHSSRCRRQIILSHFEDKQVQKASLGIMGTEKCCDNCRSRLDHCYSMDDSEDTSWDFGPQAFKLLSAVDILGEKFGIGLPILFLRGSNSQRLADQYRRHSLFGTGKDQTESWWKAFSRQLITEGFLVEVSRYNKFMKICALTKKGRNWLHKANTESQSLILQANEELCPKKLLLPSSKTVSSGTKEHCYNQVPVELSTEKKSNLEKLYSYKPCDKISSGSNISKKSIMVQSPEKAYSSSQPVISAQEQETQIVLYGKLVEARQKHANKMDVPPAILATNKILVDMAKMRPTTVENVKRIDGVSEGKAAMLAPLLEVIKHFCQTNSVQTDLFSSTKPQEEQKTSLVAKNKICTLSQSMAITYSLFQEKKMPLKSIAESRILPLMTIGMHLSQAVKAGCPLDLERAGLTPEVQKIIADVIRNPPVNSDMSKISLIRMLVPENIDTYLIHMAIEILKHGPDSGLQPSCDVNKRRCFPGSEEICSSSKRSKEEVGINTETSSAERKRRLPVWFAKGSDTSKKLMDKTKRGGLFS
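Fluorescence dequenching readout, ex 525 nm/em 598 nm, kinetic mode: forked duplex DNA (100 nM final) with adjacent fluorophore and quencher unwound by WRN (20 nM final) with 2 mM ATP. Compound preincubation 15 min, room temperature.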
The depositor's hits bear a star; ? = inconclusive; . = no result given; & = joins results of further samples; [ ] = another dose, or the depositor's remark. Unless noted, the call rests on the fitted dose curve; in most records, active means well fitted curve in the direction sought with a large enough effect; inconclusive means small, poorly fitted or top-dose-only effect, or another doubt; inactive means no such curve, though single readings can be large; an effect the other way counts as inactive or inconclusive.

molecule | FUS suppressor | EPAC1 ag | WRN inhibitor | IL-2 act | PI5P4Ka inh | EPAC1 antag | Abeta rescue | PLK1 PBD block
COc1ccc(CNC(=O)COC(=O)C(CCSC)NC(=O)c2ccco2)cc1OC (stereo unspecified) | 28% | -7% | 13% | -0.6 | -3 | 24% | 6% | -3%
O=C(NCc1ccc(F)cc1)C1CCCN1S(=O)(=O)c1cccc2nsnc12 (stereo unspecified) | 2% | -2% | -4% | -0.7 | 0 | 11% | 5% | -2%
Cc1ccc(CN2CCNC(=O)C2CC(=O)NCc2csc(C(C)C)n2)cc1 (stereo unspecified) | 41% | -3% | -33% | -0.4 | 4 | -5% | 4% | -13%
O=C(NC1CC1)C1CCC(=O)N1C1CCCC1 (stereo unspecified) | -25% | 1% | 6% | -1.5 | . | 11% | -4% | -5%
CCOCCn1c(SCc2ccccc2)nc2c1c(=O)[nH]c(=O)n2C | -17% | 3% | 3% | -3.5 | -10 | -11% | -8% | -11%
CCN(C[C@H]1N[C@@](C)(C(=O)OC)[C@H]2C(=O)N(C)C(=O)[C@@H]12)S(=O)(=O)c1ccccc1 | -18% | -13% | 6% | 0.5 | -5 | 2% | -12% | -3%
O=C1CC(NCc2ccccc2)C(=O)N1c1ccc(F)cc1 (stereo unspecified) | 3% | -7% | -7% | 0.6 | 1 | -4% | 5% | -3%
Cc1ccc(S(=O)(=O)N2CCCCC2C(=O)O)s1 (stereo unspecified) | 17% | 3% | 7% | -0.7 | 6 | 0% | -7% | -21%
O=C(CSc1nnc(CNC(=O)c2c(F)cccc2Cl)o1)NCc1ccc(F)cc1 | 11% | -21% | 2% | -4.2 | -2 | 14% | -18% | -4%
Cc1ccc(CN2CCN(C(=O)c3ccncc3)CC2)cc1 | -30% | -13% | 17% | 2.4 | 0 | -5% | 1% | -2%
COc1ccc(Cn2cnc3c([N+](=O)[O-])c(C)c(C)cc32)cc1 | 9% | 9% | -7% | -0.4 | . | 1% | 16% | -2%
COc1ccc(NC(=O)CN(C)C(=O)CSc2ccc(Br)cc2)cc1 | -4% | 7% | -3% | 0.3 | -3 | ? | -5% | ?
Cc1ccc2nc(-c3ccc(C#N)cc3)c(Cc3ccccc3)n2c1 | 1% | 9% | -9% | 0.6 | 0 | 12% | 13% | 5%
CC1CCc2nc3ccc(S(=O)(=O)N4CCC(C(=O)NCc5ccccc5Cl)CC4)cc3c(C(=O)O)c2C1 (stereo unspecified) | ? | -9% | -18% | -0.5 | ? | -9% | -21%&-15% | ?
Cc1ccc(Oc2nc(CN3CCOCC3)nc3sc4c(c23)CCC(C)C4)cc1 (stereo unspecified) | 13% | 2% | 7% | 0.1 | -2 | 8% | -35%[inhibitor] | -9%

The final four compounds of the section before lead into the next:
molecule | FUS suppressor | EPAC1 ag | WRN inhibitor | IL-2 act | PI5P4Ka inh | EPAC1 antag | Abeta rescue | PLK1 PBD block
COc1ccc(NC(=O)CN(C)C(=O)CSc2ccc(Br)cc2)cc1 | -4% | 7% | -3% | 0.3 | -3 | ? | -5% | ?
Cc1ccc2nc(-c3ccc(C#N)cc3)c(Cc3ccccc3)n2c1 | 1% | 9% | -9% | 0.6 | 0 | 12% | 13% | 5%
CC1CCc2nc3ccc(S(=O)(=O)N4CCC(C(=O)NCc5ccccc5Cl)CC4)cc3c(C(=O)O)c2C1 (stereo unspecified) | ? | -9% | -18% | -0.5 | ? | -9% | -21%&-15% | ?
Cc1ccc(Oc2nc(CN3CCOCC3)nc3sc4c(c23)CCC(C)C4)cc1 (stereo unspecified) | 13% | 2% | 7% | 0.1 | -2 | 8% | -35%[inhibitor] | -9%
Cc1ccsc1-c1cc2nc(NCCOc3ccccc3Cl)n(C)c(=O)c2s1 | 27% | 6% | -5%[57.1 µM] | 0.3 | 16 | -6% | -5% | 5%
COc1ccc(NC(=O)CCCN2C(=O)CCC2=O)cc1Cl | -3% | 0% | -3% | -0.3 | -5 | 1% | 14% | -2%
CCN1CCN(c2ccc(S(=O)(=O)N3CCCCC3)cc2NC(=O)COc2ccc(Cl)c(C)c2)CC1 | 28% | -6% | -7% | -4.5 | -1 | -28% | -20% | 0%
c1ccc(-c2nnc(-c3ccco3)o2)cc1 | -1% | -2% | 3% | -2.3 | 0 | 8% | 1% | -1%
CC1C=CC(C)C(C(=O)c2ccccc2)C1C(=O)c1ccccc1 (stereo unspecified) | 3% | -8% | -2% | -2.9 | 6 | -4% | 5% | -4%
COc1ccc(CNc2nc3nc(C)cc(C)n3n2)cc1OC | 24% | 7% | -3% | -1.0 | . | 0% | -14% | -7%
CCOC(=O)c1ccc(Oc2nc(NC)nc(Nc3ccccc3)n2)cc1 | 5% | 8% | -6% | -2.0 | . | -15% | 18% | 2%
Cc1cccc(OCCNC(=O)c2cncc(Br)c2)c1 | -18% | 1% | -2% | 2.8 | -1 | -11% | 6% | -3%
O=C1CCc2cc(S(=O)(=O)N3CCN(Cc4ccc5c(c4)OCO5)CC3)ccc2N1 | 16% | -7% | -5% | -1.0 | . | -7% | 12% | 0%
C[C@@H]1CN([C@H](C)CO)C(=O)Cc2cc(NC(=O)Cn3cnnn3)ccc2O[C@@H]1CN(C)Cc1ccc(Cl)c(Cl)c1 | 2% | -16% | 5% | -0.4 | 7 | -16% | 4% | -15%
CCOC(=O)N1CCC(N2C(=O)c3ccc(C(=O)Nc4ccc(OC)c(OC)c4)cc3C2=O)CC1 | 1% | 0% | 0% | -1.5 | -6 | -5% | 3% | -8%
C=CCn1c(SCc2cc(=O)n3ccsc3n2)nc2cc(Cl)ccc2c1=O | -7% | 10% | -1% | 0.9 | -7 | 18% | -1% | -15%
O=C(CN1C(=O)S/C(=C\C=C\c2ccccc2)C1=O)N1CCCCC1 | . | 3% | -27% | -2.7 | 9 | -1% | -8% | -11%
CCCCN(C)CCCNC(=O)CN1C(=O)CSc2ccc(S(=O)(=O)N3CCOCC3)cc21 | 11%&19% | -4% | -10% | 7.3 | 1 | -8% | -8%&-6% | -12%
CC(C)(C)c1nc2ccccc2[nH]1 | -9% | -3% | 10% | -2.0 | -13 | 3% | 10% | 27µM*

Fetched by compound from the entries so far:
molecule | FUS suppressor | EPAC1 ag | WRN inhibitor | IL-2 act | PI5P4Ka inh | EPAC1 antag | Abeta rescue | PLK1 PBD block
COc1ccc(NC(=O)CCCN2C(=O)CCC2=O)cc1Cl | -3% | 0% | -3% | -0.3 | -5 | 1% | 14% | -2%
CC(C)(C)c1nc2ccccc2[nH]1 | -9% | -3% | 10% | -2.0 | -13 | 3% | 10% | 27µM*

Next section
molecule | FUS suppressor | EPAC1 ag | WRN inhibitor | IL-2 act | PI5P4Ka inh | EPAC1 antag | Abeta rescue | PLK1 PBD block
Cc1cc(C(F)(F)F)c(C#N)c(SCC(=O)Nc2nc3ccccc3s2)n1 | . | -56%[inhibitor] | ? | 1.3 | -1 | 34%[activator] | -1% | 24%
Nc1nnc(-c2ccc(F)cc2)s1 | 11% | 6% | -1% | -1.5 | . | -4% | 1% | -10%
Cn1c(CNC(=O)c2ccccc2F)cc2ccccc21 | -10% | 15% | -5% | 1.4 | 0 | -4% | 4% | -11%
CCOc1cc(/C=N/NC(=O)CSc2nncn2C)ccc1OCc1ccccc1 | 12% | -1% | 1% | 0.7 | -1 | 12% | 1% | 4%
C[n+]1cnn2c1SCC1(COC1)C2 | 7% | 11% | -9% | 0.4 | . | 3% | 0% | 8%
O=c1c(-c2ccccc2)c(O)c2ccccc2n1-c1ccccc1 | 12% | -1% | 0% | -3.5 | -9 | -3% | -5% | -1%
NC(=O)c1ccsc1NC(=O)COC(=O)c1ccc(Cl)cc1 | -3% | -10% | 3% | 0.5 | -6 | -2% | -20% | -4%
COc1ccc(S(=O)(=O)NCc2ccccn2)cc1NC(=O)c1ccccc1 | 20% | 5% | -1% | -0.4 | 0 | -27% | -2% | -10%
Cn1c(=O)c2cc3ccccc3nc2n(C)c1=O | 0% | -6% | 13% | 0.4 | -7 | 16% | -11% | -7%
CCOC(=O)c1sc(NC(=O)CSc2nnnn2-c2ccc(C)cc2)c(C(=O)OCC)c1C | 7% | 13% | -3% | -0.1 | . | 3% | 2% | -3%
COC(=O)CC1C(=O)NCCN1C(=S)NC(=O)CCc1ccccc1 (stereo unspecified) | 25% | -8% | -9% | 0.0 | -8 | 24% | -6% | -5%
O=C1c2cccc3c([N+](=O)[O-])ccc(c23)C(=O)N1CCc1ccccn1 | -6% | 1% | -3% | 4.7 | -11 | -1% | -1% | -6%
CN(C)CCCNC(=O)c1ccc(CN(c2ccccc2)S(C)(=O)=O)cc1 | -9% | 4% | 8% | 1.2 | -6 | 0% | -14% | -4%
O=C(NC(=S)NNC(=O)c1ccccc1O)c1ccccc1 | 42% | -10% | -15% | 0.7 | -3 | 5% | -21% | -15%
CCOc1ccccc1NC(=O)CN1CCC(C(=O)c2ccc(OC)cc2)CC1 | 22% | -8% | -2% | 0.2 | -4 | -4% | -1% | 3%
O=C(NCCN1CCOCC1)c1ccc(S(=O)(=O)Nc2ccccc2)cc1 | -18% | 10% | 3% | -0.6 | -2 | -1% | 6% | -4%
O=[N+]([O-])c1cc(-c2ccc(/C=N/c3nc4ccccn4c3-c3ccco3)o2)ccc1Cl | 40% | 10% | -33% | -0.4 | ? | -23% | -39%[inhibitor] | -3%
Cc1nn(-c2ccccc2)c(C)c1C(=O)Oc1ccccc1 | -16% | 7% | -20% | -0.3 | 8 | 4% | -26% | 5%
COCCNCCCCOc1ccc(Br)cc1C | 5% | 2% | 4% | 0.0 | 1 | 9% | -10% | -17%
O=C(COC(=O)/C=C/c1nc2ccccc2s1)Nc1cccc(Cl)c1Cl | -24% | -5% | 6% | -1.7 | -7 | -5% | 3% | 1%
CC1=CC(C)(C)N2C(=O)C3(C(C#N)=C(N)OC4=C3C(=O)CC(C)(C)C4)c3c(C)c(C)cc1c32 (stereo unspecified) | 45% | -8% | -9% | -0.1 | . | -3% | -2% | -2%
COC(=O)c1c(N)c(C#N)c2n1CCCCC2 | 18% | -2% | 9% | -2.8 | . | 3% | 0% | -1%
CCOc1ccc(Cl)cc1-c1cc(C(=O)NCC2CCCCC2)[nH]n1 | 4% | -10% | 3% | -0.6 | 0 | 0% | 2% | 2%
CNC(=O)c1nn(-c2ccc(Cl)cc2)ccc1=O | -8% | 0% | -34%[57.1 µM] | 2.5 | 2 | 1% | -1% | -6%
O=C(NCC1CCCO1)c1ccc([N+](=O)[O-])o1 (stereo unspecified) | -4% | -4% | 2% | -0.3 | 7 | 0% | -10% | 5%
Cc1ccc(N(CC(=O)Nc2cccc(N(C)S(C)(=O)=O)c2)S(C)(=O)=O)cc1 | 9% | -6% | 6% | 0.1 | . | 12% | 0% | -1%
